Screening results deposited in PubChem BioAssay by School of Medicine, Boston University.
PL synth Enamine: blocks phospholipid synthesis in CHO cells, Enamine compounds; ZR-82 CHO cells, pyrene fatty acid UV survival, CellTiter Blue; peroxisome-deficient CHO-K1 mutant line; plus DGAT-1, DGAT-2 and ACAT inhibitors; calls only at 10 µM; hit rate 0.4% among 20,000;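 active = cell survival signal 2 SD away from solvent-only control wells, confirmed on one or two retests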;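 note: 3 h compound exposure then viability read about one day after UV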
Calls only; i = inactive. Not all compounds are listed; the hit share may differ from the screen's.

#	mol	PL synth Enamine
1	Cc1nn(CC(=O)NC2CC2)c(C)c1S(=O)(=O)N1CCOCC1	i
2	CC1CCC2(CC1)NC(=O)N(NC(=O)CSc1nnc(-c3ccco3)n1C1CCCCC1)C2=O (stereo not given)	i
3	Cc1nnc(SCc2cn3cccc(C)c3n2)s1	i
4	Cc1sc2ncnc(NC3CCC(O)CC3)c2c1C (stereo not given)	i
5	Cc1nnc(SC(C)c2nc3scc(-c4cccs4)c3c(=O)[nH]2)n1C1CC1 (stereo not given)	i
6	c1cc2c(cc1Oc1nc(CN3CCOCC3)nc3sc4c(c13)CCC4)CCC2	i
7	Fc1ccc(NC(=S)N/N=C2\CCc3ccccc32)c(F)c1	i
8	CSC(=Nc1cccc([N+](=O)[O-])c1)SC	i
9	Cc1occc(=O)c1OC(=O)c1ccco1	i
10	C=CCn1c(SCC(=O)NC2CCCCCC2)nc2sc3c(c2c1=O)CCCCC3	i
11	CN1CCC(NC(=S)NC2CCCCC2)CC1	i
12	Cc1nnc(SCC(=O)N2CC3(C)CC2CC(C)(C)C3)s1 (stereo not given)	i
13	COc1cc(-c2ccccc2)c2ccccc2n1	i
14	O=S(=O)(Nc1ccc(F)cc1)c1ccc(S(=O)(=O)N2CCOCC2)cc1	i
15	O=C(CCCc1c[nH]c2ccccc12)OCn1nnc2ccccc2c1=O	i
16	Oc1ccc(C(O)(C(F)(F)F)C(F)(F)F)cc1C(O)(C(F)(F)F)C(F)(F)F	i
17	O=C(CSc1nnc(Cc2cccs2)n1C1CCCCC1)c1ccc(Cl)s1	i
18	COc1ccc(O)c(/C=N/N2CCOCC2)c1	i
19	Nc1nc(CSc2ncnc3c2oc2ccccc23)nc(Nc2ccccc2)n1	i
20	COC(=O)c1c(C)[nH]c(C(=O)C(C)OC(=O)c2cccn2C)c1C (stereo not given)	i

Pulled one by one from above:
#	mol	PL synth Enamine
19	Nc1nc(CSc2ncnc3c2oc2ccccc23)nc(Nc2ccccc2)n1	i
13	COc1cc(-c2ccccc2)c2ccccc2n1	i
10	C=CCn1c(SCC(=O)NC2CCCCCC2)nc2sc3c(c2c1=O)CCCCC3	i

The listing picks up; the five compounds before the break are reprinted first.
#	mol	PL synth Enamine
16	Oc1ccc(C(O)(C(F)(F)F)C(F)(F)F)cc1C(O)(C(F)(F)F)C(F)(F)F	i
17	O=C(CSc1nnc(Cc2cccs2)n1C1CCCCC1)c1ccc(Cl)s1	i
18	COc1ccc(O)c(/C=N/N2CCOCC2)c1	i
19	Nc1nc(CSc2ncnc3c2oc2ccccc23)nc(Nc2ccccc2)n1	i
20	COC(=O)c1c(C)[nH]c(C(=O)C(C)OC(=O)c2cccn2C)c1C (stereo not given)	i
21	CC(C)(C)P(=NC(=S)N1CCCC1)(N1CCCCCC1)N1CCCCCC1	i
22	COP1(=S)/C(=C2/N(C)c3ccccc3C2(C)C)C=Nc2c1c(C)nn2-c1ccccc1 (stereo not given)	i
23	Cc1cc(NC(=O)COC(=O)Cn2c(C)csc2=O)no1	i
24	O=C(NC1CCSc2ccccc21)C1=COCCO1 (stereo not given)	i
25	CC(C)(C)OC(=O)COc1ccc2ccc(=O)oc2c1	i
26	C(=C1/Cc2cccc3cccc1c23)/c1cccc2ccccc12	i
27	O=c1[nH]nc(-c2cc(F)ccc2F)c2ccccc12	i
28	Cc1nnc(SCC(=O)Nc2sccc2C(N)=O)[nH]c1=O	i
29	O=C1c2ccccc2C(=O)N1CSc1ccccc1	i
30	O=C1NC(=S)S/C1=C\c1ccc(C(=O)O)cc1	i
31	CN(C(=O)c1ccc(Br)o1)C1CCS(=O)(=O)C1 (stereo not given)	i
32	CCOC(=O)N1CCN(S(=O)(=O)c2cccs2)CC1	i
33	CNC(=S)NNc1ccccc1[N+](=O)[O-]	i
34	COc1ccc(N(C2C=CS(=O)(=O)C2)S(=O)(=O)c2ccc(Cl)cc2)cc1 (stereo not given)	i
35	Cc1cccc2nc(CSc3nnnn3C)cc(=O)n12	i
36	Clc1ccc(C2C=C(c3ccccc3)Nc3nc4ccccc4n32)c(Cl)c1 (stereo not given)	i
37	Cc1cc(C(=O)CN2C(=O)C(=O)N(C3CCCC3)C2=O)c(C)n1C1CC1	i
38	Cc1ccc(/C=N/N2CCN(C)CC2)s1	i
39	O=S1(=O)CCC(N2CCN(c3ncnc4sc5c(c34)CCCCC5)CC2)C1 (stereo not given)	i
40	CCN1C(=O)C(=O)N(CC(=O)c2cc(C)n(CCC3=CCCCC3)c2C)C1=O	i
41	O=C1OC(c2ccccc2I)=N/C1=C\c1cc2c(cc1[N+](=O)[O-])OCO2	i
42	O=c1[nH]nc(SCc2ccc(CSc3n[nH]c(=O)[nH]c3=O)cc2)c(=O)[nH]1	i
43	Cc1sc2ncnc(SCc3nc4sc5c(c4c(=O)[nH]3)CCC(C)C5)c2c1C (stereo not given)	i
44	O=[N+]([O-])c1ncccc1Oc1nc(-c2cccnc2)nc2sc3c(c12)CCC3	i
45	COc1cc(/C=C2/C(=O)Nc3cc(Cl)ccc32)cc(Cl)c1OC(F)F	i
46	O=C(COC(=O)/C(=C/c1cccs1)c1cccs1)NC(=O)NC12CC3CC(CC(C3)C1)C2	i
47	Cc1ccc(C2=NNC(=Nc3ccc(SC(F)F)cc3)SC2)cc1[N+](=O)[O-]	i
48	O=C1CCCN1C(=O)CSc1ncnc2sccc12	i
49	Nc1nnc(SCc2ccc(F)cc2)s1	i
50	O=C(Cn1ccccc1=O)Nc1ccnn1C1CCCC1	i
51	CC(C)N=C1NN=C(c2c[nH]c3ccccc23)C(c2ccccc2)S1 (stereo not given)	i
52	O=P1(N(CCO)CCO)C=C(c2ccccc2)SC(c2ccccc2)=C1	i
53	FC(F)(F)c1ccc(-n2cnc3ccccc32)nc1	i
54	Cn1c(SCC(=O)NC(N)=O)nnc1C(F)(F)F	i
55	Cc1ccc(S(=O)(=O)N2CCNCC2)s1	i
56	CCCCn1c(=O)[nH]c(=O)c2c1nc(COC(=O)CCC1CCCC1)n2CC	i
57	Cn1cnc([N+](=O)[O-])c1NC1CCCCCC1	i
58	c1ccc2c(c1)OCCOCCOc1ccccc1OCCO2	i
59	O=[N+]([O-])c1ccc(-c2cc(-c3ccc4ccccc4n3)nc3ccc4ccccc4c23)cc1	i
60	c1ccc(-c2cc(-c3nnco3)c3ccccc3n2)nc1	i

Exported as labelled records: entries from further up.
53. FC(F)(F)c1ccc(-n2cnc3ccccc32)nc1
  PL synth Enamine: i

54. Cn1c(SCC(=O)NC(N)=O)nnc1C(F)(F)F
  PL synth Enamine: i

55. Cc1ccc(S(=O)(=O)N2CCNCC2)s1
  PL synth Enamine: i

56. CCCCn1c(=O)[nH]c(=O)c2c1nc(COC(=O)CCC1CCCC1)n2CC
  PL synth Enamine: i

Continuation.
nr	SMILES	PL synth Enamine
61	COc1cc(OC)c(OC)cc1/C=N/n1cc(-c2ccccc2)[nH]c1=S	i
62	N=C1c2ccccc2CN1c1cc(C(F)(F)F)cc(C(F)(F)F)c1	i
63	O=C(CSc1nnc(C2CCCCC2)o1)N1CCN(CC(=O)N2CCCC2)CC1	i
64	S=c1[nH]c(-c2ccccc2)cn1/N=C/c1cn(-c2ccccc2)nc1-c1ccccc1	i
65	Fc1ccc(/C=N/N2CCOCC2)c(F)c1	i
66	COC(=O)C1=C(C)NC(C)=C(C(=O)OC)C1C(=O)OCC(=O)c1cc(C)n(-c2nccs2)c1C	i
67	Cc1cc(C)n2c(CN)nnc2n1	i
68	O=[N+]([O-])c1cccc(S(=O)(=O)Nc2nc3ccccc3nc2-n2ccnc2)c1	i
69	CCCn1c(SCc2nc(-c3cccs3)no2)n[nH]c1=O	i
70	O=C1OC(c2ccccc2)=NC1=C1C=C(c2ccccc2)OC(c2ccccc2)=C1	i
71	CCCc1n(CC(=O)C(C)(C)C)c2ccccc2[n+]1C	i
72	O=c1[nH]c(CSc2nnc(C3CC3)n2C2CC2)nc2ccccc12	i
73	O=c1oc2ccc(Br)cc2cc1-c1csc(NS(=O)(=O)c2ccc3c(c2)OCCO3)n1	i
74	NC(=S)NCc1ccco1	i
75	NC(=S)N1N=C2/C(=C/c3ccc([N+](=O)[O-])cc3)CCCC2C1c1ccc([N+](=O)[O-])cc1 (stereo not given)	i
76	Cc1nc(SC(C)c2nnc(-c3cccs3)o2)c2c(C)c(C)sc2n1 (stereo not given)	i
77	COc1cccc(C2=NN(S(C)(=O)=O)C(c3ccccc3OC)C2)c1 (stereo not given)	i
78	COc1cc(Cl)c(S(=O)(=O)N2CCN=C2C)cc1Cl	i
79	COC(=O)CNC(=O)COC(=O)c1ccc(Br)o1	i
80	CCOC(=O)c1c(C2CC2)csc1NC(=O)COC(=O)C1CCC1	i
81	COc1ccc(N=C2SCCCN2C(=S)NC2CC3CCC2C3)cc1OC (stereo not given)	i
82	NS(=O)(=O)c1cccc(NS(=O)(=O)c2ccc3ccccc3c2)c1	i
83	CCc1nc2sc3c(c2c2nnc(C)n12)CCC3	i
84	CN1CCC(N(C)CC(=O)NC23CC4CC(CC(C4)C2)C3)CC1	i
85	CN(CC1COc2ccccc2O1)C(=O)CN1C(=O)NC2(CCc3ccccc32)C1=O (stereo not given)	i
86	Cn1nc(CC(=O)N2CC(C(=O)N3CCOCC3)Oc3ccccc32)c2ccccc2c1=O (stereo not given)	i
87	CC(C)CCN(CCC(C)C)C(=O)CSc1nnnn1C	i
88	Cc1cc2oc(=O)cc(CSc3nn4c(=O)c(C(C)(C)C)nnc4s3)c2cc1C	i
89	Cc1cc(Sc2cc(C)c(O)c(C(C)(C)C)c2)cc(C(C)(C)C)c1O	i
90	CCCCCCCCn1c(O)c(C=NC2CCS(=O)(=O)C2)c(=O)[nH]c1=S (stereo not given)	i
91	c1ccc(CSc2nc(-c3ccccc3)c3ccccc3n2)cc1	i
92	COCCN(C(=O)Cn1cnc2sc(C)c(C)c2c1=O)c1c(N)n(CC(C)C)c(=O)[nH]c1=O	i
93	COc1cc(Cl)c(S(=O)(=O)NCCCn2ccnc2)cc1Cl	i
94	O=S1(=O)CCN2C(=N1)Sc1cc(Cl)ccc12	i
95	CC1CCc2c(sc(N)c2C(=O)OC(C)C)C1 (stereo not given)	i
96	CC(Sc1nnc(N)s1)C(=O)NC1CCCCC1C (stereo not given)	i
97	CNC(=S)N1CCN(c2ncccn2)CC1	i
98	O=S(=O)(Oc1c(I)cc(Cl)c2cccnc12)c1cc(Cl)ccc1Cl	i
99	CC(C)(C)c1nnc2sc(SCC(=O)N(C3CCCCC3)C3CCCCC3)nn2c1=O	i
100	Oc1ccc(/C=N/NC(=S)N/N=C/c2ccc(O)cc2)cc1	i
101	C(=C(c1nc2ccccc2s1)c1nc2ccccc2s1)c1cccs1	i
102	O=C(CCC1CCCC1)NNC(=O)C1COc2ccccc2O1 (stereo not given)	i
103	CC(NC(=O)C12CC3CC(CC(C3)C1)C2)C(=O)NC(C)(C)C (stereo not given)	i
104	O=C(OCc1cc2c(cc1Br)OCO2)C1=COCCO1	i
105	NC(=O)N/N=C/c1c(F)c(F)c(F)c(F)c1F	i
106	FC(F)Oc1ccc(/C=N/N=C/c2ccc(OC(F)F)cc2OC(F)F)c(OC(F)F)c1	i
107	CS(=O)(=O)Nc1ccc(C2=NN(S(C)(=O)=O)C(c3ccco3)C2)cc1 (stereo not given)	i
108	CCN(CC)C(=O)CSc1n[nH]c(=S)s1	i
109	CC(C)c1cc(C(C)C)c(S(=O)(=O)Oc2cccc3cccnc23)c(C(C)C)c1	i
110	CCc1cc2c(SCC(=O)Nc3cc(C(C)(C)C)no3)ncnc2s1	i

More structures follow.
nr	SMILES	PL synth Enamine
111	CC(C)(C)P(=Nc1cc(Cl)ccc1Cl)(N1CCCCC1)N1CCCCC1	i
112	CC(=O)N1CCOCCN(C(C)=O)CCOCC1	i
113	Cn1c(COc2ccccc2Br)nc2ccccc21	i
114	O=S(=O)(c1ccc(N2CN(S(=O)(=O)c3ccc(Br)cc3)c3nc4ccccc4nc32)cc1)N1CCCC1	i
115	COc1ccc(NC(=S)NCCN2CCOCC2)cn1	i
116	Cc1ccc(C(=O)OCC(=O)NC(=O)NC(C)C)o1	i
117	Cc1ccc(/C=N/n2cnnc2)c(C)c1	i
118	CN(C)/N=C/c1ccc(C(O)(c2nc3ccccc3s2)C(F)(F)F)o1 (stereo not given)	i
119	O=c1cc(CSc2nnc3ccccn23)c2ccc(O)cc2o1	i
120	CC(=O)/C=C1\N(C)c2cc([N+](=O)[O-])c(N)cc2C1(C)C	i
121	CC1(NC(=O)CN(CC(=O)NC2(C)CCS(=O)(=O)C2)C2CC2)CCS(=O)(=O)C1 (stereo not given)	i
122	O=C(CSc1nnc(-c2cccs2)n1C1CC1)NC1CCS(=O)(=O)C1 (stereo not given)	i
123	c1ccc(-n2nnnc2N2CCCC(c3nc4ccccc4s3)C2)cc1 (stereo not given)	i
124	O=C(O)/C=C/c1cccs1	i
125	O=S(=O)(c1ccc2[nH]c(=S)[nH]c2c1)N1CCOCC1	i
126	O=C1C(=O)N(C2CCCC2)C(=O)N1CN1CCCC1c1cccs1 (stereo not given)	i
127	Cc1occc1-c1nnc(SCC(=O)c2c(N)n(C3CC3)c(=O)[nH]c2=O)n1C	i
128	O=C(O)c1ncc(Cl)c(Cl)c1Cl	i
129	Clc1ccccc1Nc1sc2ccccc2c1Cl	i
130	COC(=O)c1c(NC(=O)C2CCCO2)sc2c1CCC2 (stereo not given)	i
131	Cc1ccc(-c2csc(/C=C/c3cc(C)ccc3C)n2)cc1	i
132	Fc1ccccc1N1CCN(c2nnnn2-c2ccccc2)CC1	i
133	COc1ccc(S(=O)(=O)NC(C)(C)C)cc1N(C)S(C)(=O)=O	i
134	CC1CN(/C=C/C(=O)C(F)(F)F)CC(C)O1 (stereo not given)	i
135	Cc1sc2nc(C(C)Sc3nnc(C4CC4)n3C3CC3)[nH]c(=O)c2c1C (stereo not given)	i
136	Cc1nc(SC2CCCCC2)c2c3c(sc2n1)CCCC3	i
137	O=C1Nc2c(Cl)cc(Cl)cc2C1=Nc1c(F)c(F)c(F)c(F)c1F	i
138	Clc1ccc(C2Oc3ccccc3C3CC(c4ccccc4)=NN32)cc1Cl (stereo not given)	i
139	Cc1sc2nc(-c3cccs3)nc(Oc3cccnc3[N+](=O)[O-])c2c1C	i
